# Screening data as filed in PubChem.
# GFP derepression = epigenetic modulators derepressing GFP locus in mouse cells. mouse C127i GFP locus derepression, cytometry, 30 h. 0.09% of 68,000 active. Potency, µM (series often up to 46.1 µM), inactives show top-dose GFP derepression (activation); also: % of control where 0% means no effect
#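 Locus derepression in mouse mammary C127i cells whose integrated CMV-GFP reporter is normally silent; GFP expression after 30 h compound treatment was quantified by counting fluorescent cells.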
# Pol III holo inh = inhibitors of bacterial DNA polymerase III holoenzyme; reconstituted DNA polymerase III holoenzyme replication, biochemical; Potency, µM (top dose mostly 57.1 µM), without a hit: at the top dose activity change, negative = inhibition; AID 603; 0.25% of 71,000 active; also: potency is read from the fitted curve at half-maximal effect; % is scaled to controls: 0 for no effect and ±100 for the full control effect
#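 Reconstituted *E. coli* holoenzyme (0.35 nM Pol III, 1 nM beta, 154 nM SSB, 2 nM primase) was preincubated with compound for 15 min at RT. Synthesis on 1.4 nM ssM13Gori ran 35 min, then was stopped with PicoGreen/EDTA and read as dsDNA fluorescence.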
# HBB splice mod = alters splicing of the hemoglobin beta chain; HBB splicing reporter cell assay, activation; EGFP reporter with mutant IVS2-654 intron; response scale: normalised to 500 nM splice-correcting PNA; AID 925; Potency, µM (top dose mostly 46.1 µM), for inactives: at the highest dose activation, hits mostly activators; 0.06% of 65,000 active; also: potency is read from the fitted curve at half-maximal effect; 0% is about no effect
#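 HeLa cells stably expressing EGFP interrupted by mutant beta-globin intron 2 (IVS2-654), 500/well in 2% FCS. Treated with compound for 2 days at 37C. Splicing correction scored as total well GFP intensity (488 nm excitation, 500-520 nm emission); 500 nM antisense PNA served as control.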
# UbGFP stabilizer = inhibits proteasome, raising ubiquitin-GFP reporter fluorescence | AID 526 | Potency, µM (series often up to 45.9 µM), without a hit: at the top dose activation (GFP accumulation), usual class: activators | 67,000 tested, under 10 active | Ubiquitin-GFP reporter cells, proteasome inhibition, GFP fluorescence; response scale: untreated = 0%, 10 µM MG-132 = 100%; active = well fitted activation curve with a large enough effect, not every such curve was filed as active; inconclusive = small, poorly fitted or top-dose-only effect, or another doubt; inactive = no such curve, though single readings can be large or run the other way; also: potency is read from the fitted curve at half-maximal effect
#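 U2OS cells expressing ubiquitin(G76V)-GFP, seeded overnight in 0.5% FBS medium, then treated 4 hr at 37 C across 46 uM to 2.9 nM. GFP-positive cells counted by laser cytometry (488 ex/515 em); %activity scaled between basal and 10 uM MG-132.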
# ALOX15 inhib = inhibitors of human 15-lipoxygenase (ALOX15) | 1.4% of 74,000 active | purified 15hLO-1, xylenol orange hydroperoxide absorbance | Potency, µM (highest dose often 57.1 µM), without a hit: top-dose activity change, negative = inhibition, actives largely listed as inhibitors | P16050 | AID 887; also: potency is read from the fitted curve at half-maximal effect; % is scaled to controls: 0 for no effect and ±100 for the full control effect; nearly all actives have a fitted effect of over 55% in size
#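 Hydroperoxide formed from arachidonic acid (50 uM) by purified human 15hLO-1 (40 nM) oxidizes ferrous iron, and the ferric-xylenol orange complex is read at 573 versus 405 nm. Compounds were preincubated 15 min; reaction ran 6 min at room temperature.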
# Tau fil binding = binders of human tau filaments | Potency, µM (titrated, usually from 57.1 µM), for inactives: at the top dose activity change, negative = inhibition | recombinant tau filaments, thioflavin S fluorescence, 15 h; filaments grown with octadecylsulfate alongside compound | AID 596 | 2% of 71,000 active | P10636;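 also: potency is read from the fitted curve at half-maximal effect; % is scaled to controls: 0 for no effect and ±100 for the full control effect; actives lower thioflavin S fluorescence by blocking filaments or displacing dye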
# Target sequence (P10636 whole entry, looked up): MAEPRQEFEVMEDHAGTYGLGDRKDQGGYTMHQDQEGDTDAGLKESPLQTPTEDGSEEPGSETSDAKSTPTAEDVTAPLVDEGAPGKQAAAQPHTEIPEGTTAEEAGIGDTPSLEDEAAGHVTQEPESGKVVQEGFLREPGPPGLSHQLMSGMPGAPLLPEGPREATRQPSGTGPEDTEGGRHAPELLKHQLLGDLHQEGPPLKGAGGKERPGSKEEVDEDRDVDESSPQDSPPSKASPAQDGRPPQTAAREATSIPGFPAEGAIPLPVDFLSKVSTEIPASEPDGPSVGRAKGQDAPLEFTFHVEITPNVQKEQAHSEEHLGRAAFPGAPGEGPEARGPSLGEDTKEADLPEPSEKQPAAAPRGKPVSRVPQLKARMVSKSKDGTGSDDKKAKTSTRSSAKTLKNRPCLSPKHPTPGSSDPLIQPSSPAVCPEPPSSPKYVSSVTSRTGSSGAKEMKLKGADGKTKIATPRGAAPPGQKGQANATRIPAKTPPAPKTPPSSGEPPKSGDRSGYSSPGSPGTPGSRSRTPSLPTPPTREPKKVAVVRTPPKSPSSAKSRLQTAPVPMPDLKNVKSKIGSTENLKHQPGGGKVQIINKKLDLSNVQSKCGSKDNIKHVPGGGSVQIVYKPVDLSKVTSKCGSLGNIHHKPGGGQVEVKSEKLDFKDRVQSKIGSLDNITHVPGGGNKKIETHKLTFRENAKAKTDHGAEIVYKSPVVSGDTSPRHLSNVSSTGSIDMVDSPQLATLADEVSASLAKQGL
#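 His-tagged recombinant human tau (exons 2, 3 and 10 included), 1 uM, was induced to fibrillize by 30 uM sodium octadecylsulfate with compound present. After 15 h at 37 C, thioflavine S fluorescence (ex 450, em 510 nm) was read.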
# FLuc inh = inhibitors of firefly luciferase; Potency, µM (top dose mostly 57.1 µM), for inactives: at the highest dose activity change, negative = inhibition, actives largely listed as inhibitors; purified firefly luciferase, luminescence, 8 min; 2.2% of 72,000 active; also: potency is read from the fitted curve at half-maximal effect; % is scaled to controls: 0 for no effect and ±100 for the full control effect; nearly all actives have a fitted effect of over 40% in size
#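 Inhibition of light generation by firefly luciferase from ATP and luciferin was profiled with concentration-response curves per sample, ATP held at 10 uM within the enzyme's linear range. Plates were read by luminescence after an 8-minute ambient incubation.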
# CRE Fsk mod = CRE-bla signaling modulation under forskolin stimulation | CHO CRE-bla reporter (cAMP response element driving beta-lactamase), forskolin EC10, beta-lactamase ratio | 2.5% of 71,000 active | Potency, µM (top dose mostly 38.2 µM), for inactives: at the highest dose activity change, negative = inhibition, hits mostly activators | AID 662; active = well fitted activation curve with a large enough effect in the signal ratio, with a control signal flat, not every such curve was filed as active; inconclusive = small, poorly fitted or top-dose-only effect, or effect the other way, or a change in a side signal; the % refers to the signal ratio; also: potency is read from the fitted curve at half-maximal effect; % of control where 0% means no effect
#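 Beta-lactamase reporter under a cAMP responsive element in CHO cells; compounds tested in titration series against EC10 NKH 477, 3 h at 37 °C. Read-out: CCF4 FRET ratio 460nm/530nm (excitation 405nm) giving %Activity, fitted to AC50.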
# HADH2 inhib = HADH2 (human) dehydrogenase inhibition; AID 886; Potency, µM (series often up to 57.1 µM), inactives show at the top dose activity change, negative = inhibition, most hits filed as inhibitors; 3.4% of 73,000 active; Q99714; recombinant HADH2, NADH fluorescence, beta-hydroxybutyryl-CoA; also: potency is read from the fitted curve at half-maximal effect; % is scaled to controls: 0 for no effect and ±100 for the full control effect; nearly all actives have a fitted effect of over 60% in size; many of its hits are not listed in these tables
# Target sequence (Q99714 whole entry, looked up, one chain of several): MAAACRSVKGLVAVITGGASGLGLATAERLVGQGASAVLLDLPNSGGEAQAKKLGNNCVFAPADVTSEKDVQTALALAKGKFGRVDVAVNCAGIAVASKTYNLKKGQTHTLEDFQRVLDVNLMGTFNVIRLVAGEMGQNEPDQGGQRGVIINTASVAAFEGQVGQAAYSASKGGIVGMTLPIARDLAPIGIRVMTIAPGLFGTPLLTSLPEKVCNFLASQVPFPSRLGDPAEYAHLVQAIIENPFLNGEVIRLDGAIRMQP
#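 NADH fluorescence (ex 360/em 450 nm) read every 30 s for 4 min; activity taken as last-minus-first time point difference. Enzyme 20 nM, NAD+ 1 mM, beta-hydroxybutyryl-CoA 90 uM, pH 9.0 Tris buffer.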
# ERK AVP block = inhibitors of vasopressin-stimulated ERK signaling pathway | Potency, µM (top dose mostly 57.5 µM), inactives show top-dose activity, negative = inhibition, hits mostly inhibitors | AID 995 | 0.99% of 72,000 active | HEK293-V1b, vasopressin-stimulated pERK AlphaScreen; also: potency is read from the fitted curve at half-maximal effect; % is scaled to controls: 0 for no effect and ±100 for the full control effect; nearly all actives have a fitted effect of over 55% in size
#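 Phosphorylated ERK1/2 detected via AlphaScreen bead proximity in lysates of V1b-expressing HEK293 cells given 25 nM vasopressin for 5 min after 30 min compound exposure (37 °C). AC50 from Hill equation; basal DMSO 0%, vasopressin 100%.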
# Hsp90 Hop PPI = changes Hsp90-Hop TPR2A binding signal, up or down; AlphaScreen TPR2A-His6 binding biotin-Hsp90 C-terminal peptide; Potency, µM (doses to about 57 µM), for inactives: at the top dose activity change, negative = inhibition; 0.44% of 71,000 active; active = well fitted curve in either direction with a large enough effect; inconclusive = small, poorly fitted or top-dose-only effect, or another doubt; also: potency is read from the fitted curve at half-maximal effect; % is scaled to controls: 0 for no effect and ±100 for the full control effect; many of its hits are not listed in these tables
# * marks the source's active call; other numbers are inactive results; i = inactive; ? = inconclusive; . = no result given; & = joins results of further samples; [ ] = dose if it differs, or a comment. Unless noted, calls follow the shape of the dose curve; as a rule, active = well fitted curve in the direction sought with a large enough effect; inconclusive = small, poorly fitted or top-dose-only effect, or another doubt; inactive = no such curve, though single readings can be large; an effect the other way counts as inactive or inconclusive. Not all compounds are listed; the hit share may differ from the screen's.
SMILES,GFP derepression,Pol III holo inh,HBB splice mod,UbGFP stabilizer,ALOX15 inhib,Tau fil binding,FLuc inh,CRE Fsk mod,HADH2 inhib,ERK AVP block,Hsp90 Hop PPI
Cc1nnc(SCC(=O)N(C)Cc2ccccc2)[nH]c1=O,0%,-5%,-1.3%,2%,12%,-6%,2%,-15%,-10%,29%,?
COc1ccc(C2C(C(=O)OC3CCCCC3)=C(C)Nc3nnnn32)c(OC)c1OC (centres undefined),3%,-4%,-1.5%,2%,-25%,13%,2%,?,-6%,24%,-2%
COCC(=O)N1CCC2(CCN(Cc3ccncc3)CC2)CC1,-2%[9.22 µM],2%,1.1%,5%,-4%,-2%,2%[11.4 µM],0%,-3%,-10%,-9%
Cn1nnnc1SCc1nc2ccccc2s1,1%,4%,0.8%,-3%,-1%,-3%,-4%,-20%,-12%,7%,-5%
CC(C)(C)n1nnnc1C(c1ccncc1)N1CCCCCC1 (centres undefined),1%,-4%,.,3%,-5%,-11%,0%,-4%,12%,19%,-6%
COc1ccc(C)cc1-n1c(-c2ccncc2)n[nH]c1=S,0%,-5%,-1.9%,0%,2%,-13%,0%,-3%,-8%,-5%,-4%
COC(=O)[C@H](Cc1ccccc1)NC(=O)[C@H]1C[C@@H]1[C@H](NC(=O)OCc1ccccc1)c1ccccc1,.,-10%,-0.7%,.,-3%,i,.,-8%,19%,-14%,0%
Cc1nn2c(c1-c1ccccc1)N=C(c1ccco1)CC2c1ccccc1 (centres undefined),2%,1%,-4.2%[57.5 µM],-3%,?,10µM*,-5%,-17%,?,?,?
c1ccc(-c2nc3c4ccccc4nc(N4CCN(c5ccccn5)CC4)n3n2)cc1,-4%,-5%,-0.1%,-5%,-1%,2%,2%,-2%,0%,-3%,-1%
O=C(CSc1nc2ccccc2[nH]1)NCc1ccco1,22%,-1%,-2.6%,-3%,2%,2%,-14%,-13%,-9%,-13%,-4%
CC(C)Cc1ccc(S(=O)(=O)N2CCN(C(=O)c3ccco3)CC2)cc1,-3%,0%,-0.7%,3%,3%,15%,-3%,1%,12%,21%,-2%
Cc1ccc(-n2c3c(cc(C(=O)Nc4cccc(C)n4)c2=O)C(=O)CCC3)cc1,-1%,-3%,.,-6%,2%,-1%,-1%,-2%,-16%,9%,-4%
Cc1ccc(C(=O)NC2CCS(=O)(=O)C2)cc1S(=O)(=O)N1CCCCC1 (centres undefined),0%,-1%,-1.6%,-5%,-2%,1%,0%,?,7%,-14%,-1%
C[C@@]12C(=O)OC(=O)[C@@]1(C)[C@H]1CC[C@@H]2O1,0%[9.22 µM],-3%&-1%,-1.2%,0%&5%,11%,?,-2%[11.4 µM],?,-2%&-18%,7.9µM*,?
c1cc(CN2CCCCC2)cc(OCCCNc2nc3ccccc3s2)c1,1%&1%,-11%&12%,0.8%,-4%&3%,-11%[25.6 µM],41%&-8%,-1%&-2%,-20%&-5%,16%&4%,?,1%&-8%
O=C1CCCC2=C1C(c1ccccc1)CC(=O)N2c1ccccc1 (centres undefined),0%,-8%,3.3%,6%,3%,1%,1%,-21%,-6%,3%,-7%
O=C(Nc1cccc(F)c1)c1c(F)c(F)c(F)c(F)c1F,0%,-2%,-1.0%,10%,1%,-14%,3%,?,3%,10%,7%
COC(=O)C1=C(NC(=O)c2ccc(C)cc2)CCS1,-3%,4%,-1.9%,-3%,10%,32%,4%,?,-18%,20%,6%
CC(C)Oc1cc2oc(=O)c3c(c2cc1Cl)CCC3,-3%,-6%,-1.2%,-3%,0%,-6%,1%,9%,17%,-8%,2%
CC(C)CCOC(=O)/C=C/c1ccccc1,.,0%,0.7%,.,1%,0%,.,-3%,15%,0%,8%
COc1ccc(C(=O)Nc2ccc(S(=O)(=O)Nc3cc(C)nc(C)n3)cc2)c(OC)c1,-2%,4%[11.4 µM],-2.5%[0.0738 µM],0%[9.17 µM],-1%[11.4 µM],11%[11.4 µM],-3%,?,?,-18%,-5%[11 µM]
CCN(CC(=O)NC1CCCC1)S(=O)(=O)c1ccc(C)cc1,0%,-5%,-2.1%,9%,6%,0%,3%,?,4%,-9%,-3%
O=C(CN1C(=O)CNC1=O)Nc1cccc(C(F)(F)F)c1,3%,-2%,-1.3%,0%,-7%,-15%,4%,?,3%,?,-4%
CCc1nc(N)c(C#N)c(-c2ccc(OC)c(OC)c2)c1C,-2%,-1%,.,-2%,4%,14%,1%,?,156%[activator],-9%,-2%
Cc1ccc(C)c2[nH]c(=O)c(CN(Cc3ccc4c(c3)OCO4)Cc3nnnn3Cc3ccco3)cc12,2%,-22%,6.0%[57.5 µM],0%,25µM*,14%,-2%,-1%,-11%,-15%,-18%
Cc1nc2nc(-c3cccnc3)nn2c(C)c1Cl,-2%,5%,-2.1%[57.5 µM],-5%,4%,-6%,1%,11%,4%,-9%,-1%
O=C(NCCc1ccccc1)C1CC(=O)N(C2CCCCCC2)C1 (centres undefined),4%,-11%,0.6%[57.5 µM],-6%,6%,-1%,0%,-8%,8%,-6%,5%
O=C(Nc1cc(C(F)(F)F)ccc1N1CCOCC1)c1ccco1,0%,2%,0.2%,6%,4%,10%,0%,12%,3%,-15%,-5%
Nc1nc(N)c2sc3nc4c(cc3c2n1)CCC4,-3%,-5%,.,1%,-4%,14%,-27%,?,14%,11%,-4%
COc1cc(C2=NOC(C(=O)Nc3ccc(C(C)=O)cc3)C2)cc(OC)c1OC (centres undefined),-2%,5%,2.3%,8%,3%,-6%,0%,?,-3%,-2%,-7%

# Single records, as listed above. Order of screens: GFP derepression	Pol III holo inh	HBB splice mod	UbGFP stabilizer	ALOX15 inhib	Tau fil binding	FLuc inh	CRE Fsk mod	HADH2 inhib	ERK AVP block	Hsp90 Hop PPI
# O=C(CSc1nc2ccccc2[nH]1)NCc1ccco1 is listed as 22%	-1%	-2.6%	-3%	2%	2%	-14%	-13%	-9%	-13%	-4%
# O=C(Nc1cc(C(F)(F)F)ccc1N1CCOCC1)c1ccco1 is listed as 0%	2%	0.2%	6%	4%	10%	0%	12%	3%	-15%	-5%
# C[C@@]12C(=O)OC(=O)[C@@]1(C)[C@H]1CC[C@@H]2O1 is listed as 0%[9.22 µM]	-3%&-1%	-1.2%	0%&5%	11%	?	-2%[11.4 µM]	?	-2%&-18%	7.9µM*	?

# Exported with two lines to a compound: entries from further up.
# Results follow in this order: GFP derepression, Pol III holo inh, HBB splice mod, UbGFP stabilizer, ALOX15 inhib, Tau fil binding, FLuc inh, CRE Fsk mod, HADH2 inhib, ERK AVP block, Hsp90 Hop PPI
- O=C(CN1C(=O)CNC1=O)Nc1cccc(C(F)(F)F)c1
 : 3%, -2%, -1.3%, 0%, -7%, -15%, 4%, ?, 3%, ?, -4%
- Nc1nc(N)c2sc3nc4c(cc3c2n1)CCC4
 : -3%, -5%, ., 1%, -4%, 14%, -27%, ?, 14%, 11%, -4%

# (cont.)
SMILES,GFP derepression,Pol III holo inh,HBB splice mod,UbGFP stabilizer,ALOX15 inhib,Tau fil binding,FLuc inh,CRE Fsk mod,HADH2 inhib,ERK AVP block,Hsp90 Hop PPI
Cc1ccc(-n2nnnc2SC(C)C(N)=O)c(C)c1 (centres undefined),-2%,-4%,-0.2%[57.5 µM],0%,14%,-6%,2%,2%,14%,-6%,-2%
CCCOc1ccccc1C(=O)N(Cc1ccco1)C1CCS(=O)(=O)C1 (centres undefined),5%,0%,-1.7%,7%,-7%,4%,0%,-10%,19%,-8%,-1%
CCOC(=O)C1=C(C)NC(SCC(=O)OC)=C(C#N)C1c1ccc(C(=O)OC)cc1 (centres undefined),-2%,-2%,4.3%[0.369 µM],.,5µM*,-26%,0%,?,-8%,38%[activator],?
Cc1ccc(NC(=O)CN(C)S(=O)(=O)c2cccs2)cc1F,1%,-1%,-2.1%,-5%,-4%,11%,-9%,?,4%,-4%,1%
Cc1ccc2oc(=O)c3cnn(CC(=O)Nc4ccccc4N4CCN(C)CC4)c3c2c1,-2%,-4%,0.5%,9%,-5%,106%,0%,9%,3%,-14%,-4%
